S3 lipid droplet: qHTS Assay for Lipid Storage Modulators in Drosophila S3 Cells | Drosophila S3 cells, BODIPY lipid droplet fluorescence, 18-24 h; cells fed with added oleic acid | Potency in µM for hits, for the others lipid storage change, negative = inhibition, % at the top dose, mostly 46.1 µM | actives 0.64% (n = 320,000); active means well fitted inhibition curve with a large enough effect in the signal ratio, with a control signal flat, not every such curve was filed as active; inconclusive means small, poorly fitted or top-dose-only effect, or effect the other way, or a change in a side signal; the % refers to the signal ratio
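Drosophila S3 cells got compounds at several concentrations plus oleic acid (400 uM solution). Laser-scanning cytometry with 488 nm excitation read lipid droplets at 500-530 nm and cells at 575-640 nm. Percent activity was relative to 20 uM Triacsin C.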
S3 lipid droplet cell count max: recorded beside S3 lipid droplet, whose call it bears; cell number change, %; measured here: cell count max response;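 cells counted by Cell Tracker Red CMTPX staining in the red channel; peak over a dose series mostly up to 46.1 µM; percent activity relative to internal control wells on each plate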
* hit, by the source's call; i = inactive; u = inconclusive; x = not tested or not shown. On the % scale 0 is the no-effect control and ±100 the full control effect; potency means the concentration at half of the fitted maximal effect. The list is partial; rates above refer to the full screens.

molecule,S3 lipid droplet,S3 lipid droplet cell count max
CCCCc1cc(=O)oc2cc(C)cc(OCC(=O)N3C[C@H]4C[C@@H](C3)c3cccc(=O)n3C4)c12,-5%,-21
CCn1c(Cc2ccccc2)nnc1SCC(=O)Nc1ccccc1O,u,x
COc1ccc(C)cc1NC(=O)C(OC(=O)Cn1cnc2c1c(=O)n(C)c(=O)n2C)c1ccccc1 (stereo unspecified),u,x
COc1ccc(N2CCN(CCOc3ccc4c(C)cc(=O)oc4c3)CC2)cc1,u,x
CC(NC(=O)c1ccc(=O)oc1)c1ccccc1 (stereo unspecified),u,x
CCN(CC)S(=O)(=O)c1ccc(N2CCOCC2)c(NS(=O)(=O)c2cc(C(C)(C)C)ccc2C)c1,5%,-6
OCCOc1ccc(C2=NCCO2)cc1,u,x
Cc1nn(C(C)(C)C)c(OC(=O)CC(C)C)c1S(=O)(=O)c1ccccc1,i,-23
O=C(C1CCN(S(=O)(=O)c2ccc3c(c2)OCCO3)CC1)N1CCc2ccccc21,u,x
CCOC(=O)C(Cc1ccccc1)c1ccnc2nc(N)nn12 (stereo unspecified),u,x

Continued.
molecule,S3 lipid droplet,S3 lipid droplet cell count max
CC1(c2ccc3noc(-c4ccccc4)c3c2)OCCO1,u,x
COc1cc(C2NC(=O)NC(c3ccccc3)=C2C(C)=O)c(Br)cc1OCC(N)=O (stereo unspecified),u,x
CO/N=C(/CNC(=O)c1ccc(Cl)cc1Cl)c1ccc(Cl)cc1,u,x
Cc1onc(-c2ccccc2Cl)c1C(=O)Nc1sc2c(c1C#N)CCC2,u,x
N#Cc1c(/N=C/c2ccc(-c3ccc(C(=O)O)c(Cl)c3)o2)sc2c1CCCC2,u,x
O=C1CC(c2ccccc2)c2ccccc21 (stereo unspecified),u,x
Cc1ccc(NC(=O)CC2NCCNC2=O)cc1 (stereo unspecified),u,x
CNC(=O)COC(=O)c1ccc(Cl)c(S(=O)(=O)N2CCCC2)c1,2%,4
Cc1c(C(=O)Nc2nc3ccccc3[nH]2)oc2c(Cl)cccc12,-13%,-6
CC(C)CCNC(=O)NC(=O)COC(=O)C1CCN(S(=O)(=O)c2ccccc2F)CC1,16%,19

Further structures:
molecule,S3 lipid droplet,S3 lipid droplet cell count max
CC(=O)Nc1sc(N)nc1-c1ccccc1,u,x
CSc1nsc2nc(=O)c(/C=C3\C=Nc4ccccc43)c(N)n12,u,x
CC(OC(=O)c1cccnc1Cl)C(=O)NCc1ccccc1 (stereo unspecified),u,x
COc1ccccc1Cn1c(=S)[nH]c2cc(C(=O)NCc3cccnc3)ccc2c1=O,u,x
O=C(N/N=C\C=C\c1ccc2c(c1)OCO2)c1cccnc1,i,20
COc1cccc([C@@H]2Oc3ccc(OC)cc3C(=O)[C@H]2OC(=O)NCc2ccc3c(c2)OCO3)c1,u,x
COc1cc(/C=N/NC(=S)NCCN2CCOCC2)ccc1O,19%,2
COc1ccc(C(=O)NC(=O)COC(=O)c2ccc3ncsc3c2)cc1,-1%,-5
S=c1[nH]ncn1/N=C/c1ccc(Br)cc1,u,x
O=C(c1ccccc1-c1ccccc1)N1CCOCC1,u,x

A draw from above in order of molecular weight, ascending:
molecule,S3 lipid droplet,S3 lipid droplet cell count max
O=C(c1ccccc1-c1ccccc1)N1CCOCC1,u,x
O=C(N/N=C\C=C\c1ccc2c(c1)OCO2)c1cccnc1,i,20
CC(OC(=O)c1cccnc1Cl)C(=O)NCc1ccccc1 (stereo unspecified),u,x

Returning to the listing with the 5 entries that preceded the break.
molecule,S3 lipid droplet,S3 lipid droplet cell count max
COc1cccc([C@@H]2Oc3ccc(OC)cc3C(=O)[C@H]2OC(=O)NCc2ccc3c(c2)OCO3)c1,u,x
COc1cc(/C=N/NC(=S)NCCN2CCOCC2)ccc1O,19%,2
COc1ccc(C(=O)NC(=O)COC(=O)c2ccc3ncsc3c2)cc1,-1%,-5
S=c1[nH]ncn1/N=C/c1ccc(Br)cc1,u,x
O=C(c1ccccc1-c1ccccc1)N1CCOCC1,u,x
Cc1ccccc1CSCC(=O)N/N=C/c1cccs1,u,x
CC(C)c1ccccc1NC(=O)COC(=O)c1cc([N+](=O)[O-])ccc1N1CCOCC1,u,x
N#Cc1ccccc1S(=O)(=O)N1CCN(S(=O)(=O)c2ccc(Br)c(C(=O)O)c2)CC1,-4%,x
Cc1cccc(OS(=O)(=O)NC(=O)OCC2CCCN3CCCCC23)c1 (stereo unspecified),1%,-4
Cc1ncc(C[n+]2ccc(C)c(C)c2)c(N)n1,u,x
CC(C)CC(N=Cc1c(O)c2ccccc2oc1=O)C(=O)O (stereo unspecified),u,x
COc1cc(S(=O)(=O)N2CCC(c3nc4ccccc4s3)CC2)ccc1S(=O)(=O)N1CC(C)CC(C)C1 (stereo unspecified),5%,0
COc1cccc(C(=O)Nc2c(C)nn(-c3ccccc3)c2C)c1,u,x
O=C(NCC(O)c1ccccc1)c1ccc(Cl)c(S(=O)(=O)N2CCCC2)c1 (stereo unspecified),u,x
N#Cc1nc(-c2ccc(Cl)cc2)oc1NCc1ccco1,u,x

Structures from the list above containing an aryl thioether with sulfur outside any ring (2):
molecule,S3 lipid droplet,S3 lipid droplet cell count max
CCn1c(Cc2ccccc2)nnc1SCC(=O)Nc1ccccc1O,u,x
CSc1nsc2nc(=O)c(/C=C3\C=Nc4ccccc43)c(N)n12,u,x

(listing goes on)
molecule,S3 lipid droplet,S3 lipid droplet cell count max
CC1=C(C(=O)OC(C)C)C(c2cccnc2)n2ncnc2N1 (stereo unspecified),u,x
COc1ccc(/C=C2\SC(=O)N(CCC(=O)N3CCN(C)CC3)C2=O)cc1,21%,-6
COc1cc(NC(=S)NC(=O)c2ccc(C(C)(C)C)cc2)ccc1NC(=O)c1cccs1,u,x
CC(=O)NC(C)c1cc(F)c2cccnc2c1O (stereo unspecified),u,27
Clc1cc(CSc2ccccc2)nc(-c2ccccc2)n1,i,x
CCOc1ccc(OCCC(=O)OCC(=O)N2CCN(S(=O)(=O)c3ccc(C)cc3)CC2)cc1,u,x
CCN1C(=O)C(CC(=O)Nc2ccc(OC)cc2)N(Cc2ccco2)C1=S (stereo unspecified),-13%,-4
CCCCCCNC(=O)c1cc(S(=O)(=O)N2CCc3ccccc32)ccc1F,-1%,17
Cc1nonc1-c1csc(N)n1,u,x
COc1nc(OC)nc(N(C)CCO)n1,u,x

Further structures follow.
molecule,S3 lipid droplet,S3 lipid droplet cell count max
Cc1ccc(NC(=O)C2CC(=O)N(c3ccc4c(c3)OCCO4)C2)cc1S(=O)(=O)N(C)C (stereo unspecified),0%,x
O=c1c2ccccc2cnn1Cc1n[nH]c(=S)n1-c1ccc(Cl)cc1Cl,-20%,6
Cc1ccc(N2C(=O)C3C4C=CC(CNC(=S)N5CCN(c6ccccn6)CC5)(O4)C3C2=O)cc1 (stereo unspecified),u,x
Cc1cccc(NS(=O)(=O)c2ccc3c(c2)CCN3C(=O)CCC(=O)O)c1,12%,2
COc1cccc(NC(=O)CN(C)C(=O)c2cn(-c3ccccc3)nc2-c2cccs2)c1,u,x
Cc1cc(S(=O)(=O)NCc2ccccn2)c(Cl)cc1Cl,24%,-3
CCN1CCCC1CNC(=O)CN(C)S(=O)(=O)c1ccc(Cl)cc1 (stereo unspecified),u,x
CC1CCC/C=C/C(=O)c2c(O)cc(O)cc2CC(=O)O1 (stereo unspecified),u,x
COC(=O)c1ccccc1NC(=O)CN(c1ccc(OC)cc1)S(C)(=O)=O,9%,-7
COc1ccc(-n2c(SCC(=O)Nc3ccc(C(N)=O)cc3)nc3c([nH]c4ccccc43)c2=O)cc1OC,3%,-19

Going on with the list.
molecule,S3 lipid droplet,S3 lipid droplet cell count max
C/C=C/c1ccc(OCCOc2cc(C=O)ccc2OC)c(OC)c1,u,x
Cc1nc2nc(SCC(=O)C(C)(C)C)[nH]c2cc1Br,18%,1
Cc1ccc(NC(=O)C(C)N=C2NS(=O)(=O)c3ccccc32)cc1F (stereo unspecified),16%,-2
CSc1nc2ccc(NC(=O)c3c(-c4ccccc4)noc3C)cc2s1,u,x
COc1ccc(NC(=O)CSc2nc3ccsc3c(=O)n2CCCCCC(=O)O)cc1,0%,8
COc1ccc(S(=O)(=O)NCC(c2ccc(F)cc2)N2CCOCC2)cc1Br (stereo unspecified),u,x
COc1ccc(S(=O)(=O)Nc2cc(C(=O)NC3CCCCCC3)ccc2N2CCOCC2)cc1,i,8
COc1ccc(OCc2cc(C(=O)NCCN3CCCC(O)C3)no2)c(Cl)c1 (stereo unspecified),-15%,8
Cc1ccc(NC(=O)CN2CCN(C(=O)C3CCCO3)CC2)c(C)c1 (stereo unspecified),u,x
CCN1CCn2c1nc(N1CCCCC1)nc2=O,u,x

(list continues)
molecule,S3 lipid droplet,S3 lipid droplet cell count max
N#CCSc1nc2c(sc(=S)n2Cc2ccco2)c(=O)n1-c1ccc(F)cc1,19%,-4
O=C(CCSc1ccccc1)Nc1nnc(-c2cccs2)o1,-4%,1
CC1=Nc2cc(C(=O)O)ccc2Sc2c(C)ccc(C)c21,1%,16
OC1(c2cn(Cc3ccccc3)nn2)CCCCC1,u,x
CCCCCC(=O)Nc1nc2ccccc2[nH]1,3%,-3
N/C(=N\OC(=O)CCC1CCCCC1)c1ccc([N+](=O)[O-])cc1,4%,12
COc1ccc2[nH]c(C(=O)NCc3ccccc3)c(C)c2c1,u,x
CCC(C)(C(=O)NC1CCCCC1)N(CC1CCCO1)C(=O)CNC(=O)c1ccccc1 (stereo unspecified),u,x
c1ccc(-n2cc(CN3CCCC(CN4CCCC4)C3)c(-c3ccc4c(c3)OCO4)n2)cc1 (stereo unspecified),24%,3
CCCCCn1c(=O)[nH]c2cc(C(=O)NCCN3CCCCC3C)ccc2c1=O (stereo unspecified),u,x

Further structures:
molecule,S3 lipid droplet,S3 lipid droplet cell count max
CCOCCOC(=O)Cn1cnc2scc(-c3ccc(C)cc3)c2c1=O,u,x
COc1ccc(CC(=O)Nc2cc(C)on2)cc1OC,i,27
CCOC(=O)c1c(C)nc2ccccc2c1-c1ccccc1,u,x
O=C(/C=C/c1ccco1)NC(=S)Nc1ccc(N2CCOCC2)c(Cl)c1,-10%,-24
CSc1ccccc1C(=O)Nc1cccc(N(C)S(C)(=O)=O)c1,u,x
Nc1cccnc1Oc1ccccc1F,2%,-3
CCc1c(C)c(C#N)c2nc3ccccc3n2c1NCCN(C)C,u,x
CCn1c(SCC(=O)NC2CCCCC2)nnc1-c1ccccn1,u,x
Cc1cccc2c1-c1sc(C(=O)NCCCN3CCc4ccccc4C3)cc1CO2,16%,-1
Cc1ccccc1-c1nc(CN2CCC(C(=O)NC3CC3)CC2)c(C)o1,u,x

Continued:
molecule,S3 lipid droplet,S3 lipid droplet cell count max
Clc1ccc(Cn2c(-c3cccnc3Cl)nc3ccccc32)c(Cl)c1,-3%,14
CCOC(=O)N1CCC(=NNC(=O)NC2CCCCC2)CC1,u,x
CSc1cccc(NC(=S)N(C(C)C)C(C)c2ccccn2)c1 (stereo unspecified),-1%,-9
COc1ccc(C(=O)NNC(=S)NC(=O)c2ccccc2[N+](=O)[O-])cc1,-12%,-10
Cc1cc(C)c(C)c(C(=O)COC(=O)CNC(=O)CNC(=O)c2ccco2)c1C,i,25
CCOC(=O)c1cc(-c2ccccc2)sc1NC(=O)C(C)Sc1nnc(C)s1 (stereo unspecified),u,x
O=C(NCCCn1ccnc1)c1cccnc1,4%,5
CCOCCOc1nc2c(c(=O)n(C)c(=O)n2C)n1CCc1ccccc1,-6%,-20
CCOc1ccc(Nc2cc(=O)n(C)c(=O)n2C)cc1,u,x
COCCn1c(SCC(=O)Nc2c(C)n(C)n(-c3ccccc3)c2=O)nnc1-c1ccncc1,u,x

The list goes on.
molecule,S3 lipid droplet,S3 lipid droplet cell count max
CCCCn1c(=O)c(C(=O)c2ccccc2)nc2ccccc21,u,x
COc1ccc(C(=O)N2CCC(C(=O)c3c(C)cc(C)cc3C)CC2)cc1,2%,5
COc1ccc(-c2nnn(CC(=O)Nc3ccc4c(c3)OCCO4)n2)cc1OC,u,x
O=C(Cc1ccc(Br)cc1)N1CCN(C(=O)c2ccco2)CC1,u,x
O=C(NNC(=O)C1CC(c2cccnc2)=NO1)Nc1ccccc1F (stereo unspecified),u,x
CC1(C)CC(=O)C2=C(C1)c1c(ccc3ccccc13)NC2c1ccc(C(=O)O)cc1 (stereo unspecified),6%,6
CCOc1ccc2[nH]c3c(N4CCC5(CC4)OCCO5)ncnc3c2c1,u,x
C=CCNC(=S)N/N=C/c1ccccc1OCCOc1ccccc1,u,x
Cc1cccc(Cn2c(SCCN3CCCCC3)nc3c2c(=O)[nH]c(=O)n3C)c1,7%,-3
CN(NC(=O)/C=C/C(=O)O)c1ncc(C(F)(F)F)cc1Cl,i,15

Remaining list, next part.
molecule,S3 lipid droplet,S3 lipid droplet cell count max
CC(C)(C)c1ccc(C(=O)NCCC(=O)N2CCN(c3ncccn3)CC2)cc1,u,x
Cc1ccc(C)c(-n2[nH]c3c4c(ccc3c2=O)C(=O)c2ccccc2C4=O)c1,u,x
Cc1ccc(O)c(C(=O)c2cnc(/N=C(\N)N(C)C)nc2)c1,i,19
Cc1cc(CN(C)Cc2c(C(=O)N3CCCCCCC3)nc3ccc(Cl)cn23)n[nH]1,6%,9
Cn1c(=O)c2c(ncn2CCCNC2=CC(C)(C)CC(=O)C2)n(C)c1=O,i,16
